# Screens as filed in PubChem BioAssay.
# CaV13 FRET inh = Disruptors of the CACNA1D IQ motif to Ca2+-dependent inactivation inhibitor domain association, primary screening, Förster resonance energy transfer in intact living …; HEK cells, CFP/YFP FRET ICDI-IQ, plate reader, 10 min; percent FRET-ratio fall versus neutral wells; inhibition, % at 12.3 µM; 0.098% of 340,000 active; AID 743397;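 active = mean replicate inhibition of at least 30% and at least 1% of replicates passing that level; inconclusive = only one of the two criteria is met; inactive = neither criterion is met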;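 note: 0% = median of the neutral control wells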
# PDI turbidity = inhibitors of human PDI, primary screen, biochemical, turbidity, single point, plate reader | Protein disulfide-isomerase (Homo sapiens), P07237 | PDI insulin aggregation turbidity, A650, 90 min | inhibition, % at 10 µM | 0.052% of 350,000 active | AID 588391, 2011;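 active = mean inhibition across replicates of 30% or more, whatever share of single replicates reach that level; inconclusive = mean inhibition below 30% while every single replicate reaches 30%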;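 note: absorbance from insulin aggregation driven by PDI reduction with DTT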
# Target sequence (P07237 whole entry, looked up): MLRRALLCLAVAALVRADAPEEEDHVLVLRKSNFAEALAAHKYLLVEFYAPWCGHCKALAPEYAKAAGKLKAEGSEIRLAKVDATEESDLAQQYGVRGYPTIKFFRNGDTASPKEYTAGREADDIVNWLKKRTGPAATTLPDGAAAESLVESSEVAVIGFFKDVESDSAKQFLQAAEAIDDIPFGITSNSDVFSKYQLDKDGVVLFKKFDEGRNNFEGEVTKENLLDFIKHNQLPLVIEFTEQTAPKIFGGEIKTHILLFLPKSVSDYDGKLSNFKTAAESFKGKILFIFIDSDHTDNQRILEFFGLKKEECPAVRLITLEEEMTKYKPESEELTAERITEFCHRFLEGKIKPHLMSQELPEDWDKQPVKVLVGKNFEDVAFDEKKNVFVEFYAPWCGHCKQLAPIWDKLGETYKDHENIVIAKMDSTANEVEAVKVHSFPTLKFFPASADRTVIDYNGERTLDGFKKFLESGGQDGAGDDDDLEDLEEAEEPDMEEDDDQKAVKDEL
# MC4R ag barr = MC4R agonists recruiting beta-arrestin, primary screen, cell-based, luminescence, agonist arm of biased-ligand search; activation, % at 8.9 µM; 0.98% of 360,000 active; Melanocortin receptor 4 (Homo sapiens), P32245; U2OS MC4R beta-arrestin complementation; percent of melanotan II response, DMSO zero;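 active = activation above a per-plate cutoff, the mean activation of sample wells on that plate plus 3 SD, cut at about 8% in these data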
# ABCB6 inh MLPCN = ABCB6 transporter inhibitors, primary screen, K562-ABCB6 cells, flow cytometry, MLPCN library | ATP-binding cassette sub-family B member 6 (Homo sapiens), Q9NP58 | K562-ABCB6 porphyrin accumulation, 1 h; hits give low values | fluorescence ratio to DMSO, % at 10 µM | 0.19% of 360,000 active;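 active = fluorescence ratio to DMSO below 75%, the collection mean minus 3 SD; inconclusive = too few cells collected in the well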;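 note: signal is porphyrin accumulated inside mitochondria; 100% equals median channel fluorescence of DMSO control wells; lower ratio means ABCB6 inhibition with less porphyrin fluorescence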
# Vif inh = HIV Vif self-association inhibitors, primary screen, imaging, HEK293T, single point; HEK293T cells, Vif self-association by quenched fluorescence, 24 h; inhibition, % at 7.49 µM; 0.35% of 340,000 active; AID 602346, 2012; in the data active = inhibition above about 50%, passing the limit was not always enough; inconclusive = no clear call, values can overlap the other calls; inactive = below about 31%; note: some results filed as inactive read as strong as hits
# N-glyco inh = increase of ERlucT glycosylation luciferase signal, primary screen, N-linked glycosylation inhibitor project, D54 ERlucT cells, luminescence, set 2. 0.23% of 360,000 active. reporter increase, % at 12.5 µM. D54 ERlucT glycosylation luciferase reporter, 24 h; percent of 100 nM tunicamycin response;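 active = mean luciferase reporter signal, scaled so untreated is 0 and the glycosylation-blocking control 100, at or above a set limit in every replicate; inconclusive = mean reaches the limit but not every replicate does; inactive = mean below the limit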;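 note: luciferase carries N-glycosylation sites so blocking glycosylation raises the light; 0% = median of neutral control wells and 100% = median of 100 nM tunicamycin wells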
# aDG glyco act = activators of alpha-DG glycosylation, primary screen, uHTS, Pro5-aDG cells, AlphaScreen; activation, % at 10 µM; alpha-DG glycosylation AlphaScreen (IIH6); 0% Pro5, 100% B10-LARGE cell signal; 0.22% of 360,000 active; AID 624168, 2012;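 active = activation of at least 8% versus controls, or a plate z-score of at least 8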;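 note: Pro5 are CHO cells carrying HIG-tagged alpha-DG that lacks glycosylation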
# MC4R antagonist = MC4R antagonists of cAMP signaling, primary screen, cell-based, TR-FRET, antagonist arm of biased-ligand search. Melanocortin receptor 4 (Homo sapiens), P32245. MC4R-expressing cells, MTII-stimulated cAMP, LANCE TR-FRET. inhibition, % at 6.5 µM. 0.48% of 360,000 active;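 active = inhibition above its plate's cutoff, the mean of tested wells on that plate plus 3 SD, cut at about 29% in these data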;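 note: 0% = Melanotan II alone and 100% = Melanotan II plus saturating MCL0020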
#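 Assay system: U2OS cells stably expressing human melanocortin 4 receptor (MC4R) / Dosing: 6.5 µM / Timing: compound 30 min, challenge 1 h, detection 1 h / Measured by: Eu-cAMP/anti-cAMP TR-FRET, emission 671 nm / Replicates: singlicate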
# Cardio protect = cardioprotection against H2O2-induced cell death, primary screen, uHTS, H9c2 cells, ATPLite luminescence; H9c2 cardiomyocytes, H2O2 injury protection, 2 h; protection from H2O2 cell death, % at 20 µM; 0.63% of 360,000 active; AID 588492, 2011;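 active = compounds giving at least 50% protection of heart cells from peroxide-induced death in the single-dose screen, raw or plate-pattern-corrected value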;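 note: 0% = DMSO wells with peroxide and 100% = DMSO wells without peroxide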
# m5-HT2A agonist = mouse Htr2a agonists via beta-arrestin recruitment, primary screen, cell-based, luminescence; AID 624169, 2012; CHO-K1 mHTR2A beta-arrestin complementation; percent of 30 µM serotonin response; activation, % at 7.6 µM; 0.66% of 360,000 active;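 active = activation above a run cutoff, the mean activation of all tested compounds plus 3 SD, cut at about 14% in these data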;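 note: 0% = plate median of compound wells and 100% = 30 µM serotonin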
# Target sequence (P35363 whole entry, looked up): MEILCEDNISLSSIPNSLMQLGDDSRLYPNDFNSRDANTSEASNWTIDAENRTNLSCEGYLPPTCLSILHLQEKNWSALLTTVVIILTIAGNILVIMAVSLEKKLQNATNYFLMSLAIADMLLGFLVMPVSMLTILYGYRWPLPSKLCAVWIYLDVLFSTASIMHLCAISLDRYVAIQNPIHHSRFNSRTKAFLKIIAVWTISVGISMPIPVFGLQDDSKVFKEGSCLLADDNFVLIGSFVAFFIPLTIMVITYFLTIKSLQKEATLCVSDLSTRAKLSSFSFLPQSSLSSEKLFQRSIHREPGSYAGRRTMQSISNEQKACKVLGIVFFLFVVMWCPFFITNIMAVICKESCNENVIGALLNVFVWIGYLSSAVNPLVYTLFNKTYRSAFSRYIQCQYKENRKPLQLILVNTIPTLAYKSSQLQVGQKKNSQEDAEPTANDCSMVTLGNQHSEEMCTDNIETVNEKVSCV
# * marks the source's active call; other numbers are inactive results; ? = inconclusive; . = no result given. Compounds were not picked by outcome, and some 3.6% of all compounds hit somewhere here.
SMILES,CaV13 FRET inh,PDI turbidity,MC4R ag barr,ABCB6 inh MLPCN,Vif inh,N-glyco inh,aDG glyco act,MC4R antagonist,Cardio protect,m5-HT2A agonist
COc1ccc(CNC(=O)COC(=O)CCCOc2ccc(Cl)cc2Cl)cc1OC,-4.6,5.4,-2.4,100.0,4.3,4.0,-0.2,0.8,-4.7,-1.5
O=C(Nc1cccn2ncnc12)C(F)(F)F,-6.6,-5.5,-0.5,100.0,?,2.3,0.1,0.7,3.9,0.9
COc1cccc(C(=O)NCC2CCCN2S(=O)(=O)c2cccs2)c1 (configuration not stated),-5.4,1.1,-4.9,96.0,2.2,2.3,0.0,5.6,3.5,1.2
Cc1nn(C(C)C(=O)NCCCc2ccccc2)c(=O)c2cc3occc3n12 (configuration not stated),-4.6,1.0,1.3,100.0,-7.5,1.9,0.1,7.1,-8.7,2.9
O=C(OCc1cc(=O)n2cc(Br)ccc2n1)c1ccc(Cl)c(S(=O)(=O)NCc2ccccc2)c1,-1.9,0.0,-1.1,93.0,2.5,-1.7,-0.1,5.4,-2.7,5.5
Cc1ccc(C(=O)NC(C)C2CC3CCC2C3)c(C)c1 (configuration not stated),-2.9,-8.5,-1.9,107.0,1.5,-0.3,0.0,-2.1,-4.3,4.5
Cc1cccc(OCCC(=O)OCC(=O)Nc2c(C)nn(-c3ccccc3)c2C)c1,-6.1,-0.8,-1.1,97.0,1.7,0.5,0.0,5.3,3.9,5.8
O=C(Oc1ccc(N(Cc2cccs2)C2=NS(=O)(=O)c3ccccc32)cc1)c1ccc(Cl)cc1,-4.8,0.5,-3.3,96.0,28.5,1.0,-0.4,3.9,7.1,-3.2
Cc1cc(C)n(-c2ccc(C(=O)Nc3cccc([N+](=O)[O-])c3)cc2)n1,-3.7,2.3,-3.3,94.0,-1.4,-2.0,2.0,4.9,-7.6,-6.8
O=S(=O)(NCC1(N2CCOCC2)CCCCC1)c1ccc(F)cc1,-5.4,-10.0,-2.8,96.0,-2.5,1.1,-0.1,-2.8,2.3,9.5
Cc1ccc(/C(O)=C2/C(=O)C(=O)N(CCN3CCOCC3)C2c2cccnc2)cc1 (configuration not stated),-3.6,0.8,1.2,103.0,7.9,0.4,0.0,-3.2,8.0,1.7
CCOC(=O)C1CCN(Cc2cc(=O)oc3c(C)c(C)ccc23)CC1,-3.7,2.2,-0.2,107.0,-9.9,4.1,0.4,0.2,-12.9,-4.6
COc1ccc(/C=C/C(=O)c2cc3c(cc2N)OCO3)cc1,-4.6,4.1,-1.1,98.0,-1.9,-2.8,0.3,8.1,-19.7,-2.9
O=C(CCCc1ccccc1)Nc1ccnn1C1CCN(Cc2ccccc2)CC1,-5.4,-5.6,-1.6,99.0,22.4,-2.6,1.4,6.2,0.5,-7.8
CCOC(=O)c1nnn(-c2nonc2N)c1-c1ccc(OCC)cc1,-1.1,-1.7,2.6,97.0,-2.9,-0.8,0.9,-1.1,0.6,5.2
CCOc1ccc(N2C(=O)CC(N3CCOCC3)C2=O)cc1 (configuration not stated),-6.7,12.7,-0.1,102.0,3.7,0.4,-0.1,10.4,9.4,2.6
Cc1ccc2ccccc2[n+]1CCCS(=O)(=O)[O-],.,4.0,0.7,91.0,-1.4,2.3,-0.2,3.0,1.4,4.8
CCCCc1cc(=O)oc2cc(OCC(=O)NCc3ccccn3)c(Cl)cc12,-7.4,5.0,0.2,107.0,1.2,-0.1,0.1,9.7,-6.7,4.1
O=C(C1=C(O)C(=O)N(CCN2CCOCC2)C1c1ccc(F)cc1)c1cc2ccccc2o1 (configuration not stated),-6.6,5.3,-2.7,99.0,-2.0,1.2,-0.6,2.2,2.2,-4.2
Cc1cc(NC(=O)c2ccc(Cn3cc([N+](=O)[O-])cn3)o2)no1,-3.0,5.2,-4.0,107.0,-3.2,1.9,0.0,12.4,5.8,-6.4
CC(=O)Nc1ccc(N(C)S(C)(=O)=O)cc1,-5.7,11.7,-1.9,92.0,7.9,0.7,-0.1,-1.8,-0.1,0.1
COc1cc(CNCc2cccnc2)ccc1OCC(=O)NC(C)(C)C,-5.1,-3.4,-1.7,97.0,4.0,-1.2,0.1,-1.8,8.7,-3.5
COc1cccc(NC(=O)CNC(=O)Cn2cnc3sc(C)c(C)c3c2=O)c1,-4.8,4.4,0.1,93.0,-7.8,-1.1,0.3,0.6,2.9,8.2
CN(C)S(=O)(=O)N1CCC(c2ccc(F)cc2)C(COc2ccc3c(c2)OCO3)C1 (configuration not stated),.,23.9,0.1,95.0,-4.0,-4.2,0.0,8.8,1.5,-4.5
COCCn1c(SCc2nc3scc(-c4ccc(Cl)cc4)c3c(=O)[nH]2)nnc1-c1cccc(C)c1,-5.6,5.3,-1.8,97.0,0.4,0.6,0.1,3.1,-4.4,1.2

# Further compounds:
SMILES,CaV13 FRET inh,PDI turbidity,MC4R ag barr,ABCB6 inh MLPCN,Vif inh,N-glyco inh,aDG glyco act,MC4R antagonist,Cardio protect,m5-HT2A agonist
O=C(Nc1ccc2c(c1)CCC2)c1ncoc1-c1ccccc1F,-7.6,-1.9,-2.8,96.0,-19.5,-0.1,0.0,11.1,-11.3,-2.1
CC(C)CC(c1nnnn1CCc1ccccc1)N1CCC(C(N)=O)CC1 (configuration not stated),.,-9.3,1.0,97.0,19.4,-0.2,0.2,1.7,-2.5,0.6
O=C(NCCc1nc2ccccc2[nH]1)/C(=C/c1ccco1)NC(=O)c1ccc(Br)cc1,-1.9,5.2,-0.2,101.0,-4.3,-0.7,0.0,17.9,-0.8,-4.1
C#CCOCCOCCOCCNc1nc(N2CCN(C(=O)CCCCCCCCCCNC(=O)[C@H](CCCCN)n3cc(CCO)nn3)CC2)nc(N2CCN(C(=O)CCCCCCCCCCNC(=O)[C@H](CCCCN)n3cc(CCCC(=O)O)nn3)CC2)n1,-10.9,4.1,-0.8,102.0,-1.4,0.4,-0.3,9.2,-4.2,-1.4
Cc1csc(NC(=O)C2CC(=O)N(Cc3ccco3)C2)n1 (configuration not stated),-2.7,11.2,-1.2,96.0,-1.8,-0.4,-0.2,12.8,5.9,3.7
CC(OC(=O)CNC(=O)C1CCCCC1)C(=O)NCc1ccccc1 (configuration not stated),-8.5,-0.4,-0.2,101.0,4.3,1.1,0.0,15.8,0.5,0.5
Cc1cc(=O)c2cccc(Br)c2[nH]1,.,4.6,1.0,100.0,-1.4,1.8,0.1,3.5,26.8,-2.6
Cc1ccc(NC2CC(=O)N(c3cccc([N+](=O)[O-])c3)C2=O)cc1 (configuration not stated),-5.8,-6.9,0.0,95.0,2.5,0.3,-0.5,8.6,-7.2,-1.8
CCOC(=O)C(=CNc1ccc(S(N)(=O)=O)cc1)C(=O)OCC,-2.3,5.0,0.9,98.0,6.3,1.4,-0.2,4.6,6.2,6.6
C/C(=N\NC(=O)Cn1c(-c2ccccn2)nc2ccccc21)c1ccccc1,3.1,-2.0,-5.1,101.0,-8.4,0.8,0.1,6.8,2.0,0.8
O=C(COC(=O)C1=COCCO1)Nc1cc(Cl)c(Cl)cc1Cl,-4.9,16.1,0.2,97.0,0.3,0.8,-0.1,-10.2,-1.6,6.7
CCCc1nc2c(=O)n(C)c(=O)[nH]c2n1C,12.0,-5.5,-1.5,87.0,8.2,0.5,0.0,2.1,8.4,1.5
C/C(=N/NC(=O)CNC(=O)C1COc2ccccc2O1)c1cccc(O)c1 (configuration not stated),-3.3,16.7,-1.9,99.0,.,1.6,0.2,-3.6,6.0,-2.8
Cc1ccc(CN(C)C(=O)CC2C(=O)NCCN2CC2CCCCC2)cc1 (configuration not stated),-0.7,5.6,-1.1,93.0,3.7,9.0,-0.3,4.9,13.9,-6.4
Cc1ncc(CN2CCCC(C(=O)Nc3ccc(-c4cccc(F)c4)cc3)C2)n1C (configuration not stated),.,-10.9,-2.3,93.0,-2.6,-6.9,3.9,1.8,-5.6,-11.6
Cc1ccc(OCc2cc(C(=O)N3CCC(C(O)C(C)C)CC3)no2)cc1C (configuration not stated),-2.3,-1.4,-1.8,95.0,-10.6,-0.8,0.2,12.2,-4.5,10.1
COc1ccc(CCNC(=O)COC(=O)C2=NNC(=O)CC2)cc1,-5.7,15.2,-0.6,94.0,-6.7,2.5,-0.2,6.2,-1.7,11.5
COc1ccc(OCC(=O)OC2CCN(C)CC2)cc1,.,4.2,0.6,94.0,7.0,2.1,2.7,4.1,11.2,-0.2
CC(=O)Nc1cnc(NC(=O)c2cccc(F)c2)cc1C,-4.2,0.1,0.8,93.0,7.3,-4.4,0.0,-4.4,1.6,-0.9
COc1ccc(C(=O)CNc2cccc(F)c2)cc1,-3.2,-3.1,-1.3,95.0,4.5,-0.3,0.0,2.0,8.0,-4.2
O=C(CCN1C(=O)/C(=C/c2ccccc2)SC1=S)NNC(=O)c1ccncc1,-6.0,-9.0,-2.0,87.0,-3.1,-1.8,-0.3,0.7,-18.6,1.1
CCn1c(SCC(=O)NCc2ccco2)nc2c(c1=O)SC(C)C2 (configuration not stated),-4.9,-3.3,-1.1,99.0,-9.4,0.3,0.4,3.4,20.3,5.2
CC(=O)c1ccc(OCc2cc(C(=O)N(C)CCN3CCOCC3)no2)cc1,-2.1,2.3,0.9,100.0,-0.9,0.7,-0.1,-4.2,3.6,1.7
COc1cccc(-n2cc(CN(C)Cc3nc(Cc4ccccc4)no3)cn2)c1,-3.0,-4.5,2.8,106.0,-3.8,0.6,0.5,-14.6,-2.9,-1.9
COc1ccc(Cc2n[nH]c(=S)n2-c2cc(C)ccc2C)cc1OC,-7.5,.,.,97.0,.,-0.3,0.0,.,1.7,6.7
CCCS(=O)(=O)NC(=O)C1(C)CCCN(C(=O)c2oc3ccccc3c2C)C1 (configuration not stated),-5.0,-0.6,2.7,93.0,0.9,0.1,-0.1,6.6,-4.1,2.2

# Quoted at random: 2 entries already listed
SMILES,CaV13 FRET inh,PDI turbidity,MC4R ag barr,ABCB6 inh MLPCN,Vif inh,N-glyco inh,aDG glyco act,MC4R antagonist,Cardio protect,m5-HT2A agonist
CC(C)CC(c1nnnn1CCc1ccccc1)N1CCC(C(N)=O)CC1 (configuration not stated),.,-9.3,1.0,97.0,19.4,-0.2,0.2,1.7,-2.5,0.6
CCn1c(SCC(=O)NCc2ccco2)nc2c(c1=O)SC(C)C2 (configuration not stated),-4.9,-3.3,-1.1,99.0,-9.4,0.3,0.4,3.4,20.3,5.2
